# MEKK2mut PB1 HTS: MEK5 binding signal on mutant MEKK2 PB1, primary screen, biochemical, multiplex bead flow cytometry, Alexa488-MEK5 | Alexa488-MEK5 binding to MEKK2 mutant | percent response, % at 10 µM | 290,000 tested, 0.35% active | AID 1530, 2009; in the data active = percent response above about 24%, passing the limit was not always enough; also: inactives centre near 1; some results filed as inactive read as strong as hits
# SUMO HTRF inh: inhibitors of in vitro SUMOylation cascade, primary screen, biochemical, HTRF, uHTS; AID 2006, 2009; 290,000 tested, 0.36% active; inhibition, % at 35 µM; HTRF SUMOylation assay, SAE1/SAE2 + UBC9; SUMO-conjugating enzyme UBC9 (Homo sapiens), P63279; in the data active = inhibition above about 50%, passing the limit was not always enough; also: strong numbers were not always called active
# Target sequence (P63279 whole entry, looked up): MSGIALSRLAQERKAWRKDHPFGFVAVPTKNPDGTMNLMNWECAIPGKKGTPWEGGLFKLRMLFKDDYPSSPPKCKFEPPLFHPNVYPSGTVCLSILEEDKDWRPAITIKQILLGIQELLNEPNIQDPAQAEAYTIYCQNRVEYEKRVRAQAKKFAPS
# IMP-1 inhibitor: IMP-1 metallo-beta-lactamase inhibitors, primary screen, biochemical, epi-absorbance readout, Pseudomonas aeruginosa enzyme | metallo-beta-lactamase IMP-1 (Pseudomonas aeruginosa) | purified IMP-1, nitrocefin hydrolysis, epi-absorbance fluorescence | inhibition, % at 5.6 µM | 290,000 tested, 0.45% active | AID 1556, 2009;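 active = inhibition above the mean plus 3 SD of all compounds in the same screening run, cut at about 4.5% in these data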;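 also: 0% = IMP-1 with DMSO and 100% = DMSO wells lacking enzyme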
#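 assay system = purified recombinant IMP-1 metallo-beta-lactamase enzyme | schedule = 15 min preincubation plus 25 min reaction at 25 °C | signal = Epi-absorbance fluorescence, 480 nm excitation, 530 nm emission | read-out basis = percent inhibition from optical density relative to buffer-blank wells | controls = IMP-1 with DMSO as 0%, enzyme-free DMSO as 100%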
# PfM18AAP inh: PfM18AAP inhibitors, malaria aminopeptidase, primary screen, biochemical, QFRET, recombinant enzyme; M18 aspartyl aminopeptidase (Plasmodium falciparum 3D7); H-Glu-NHMec fluorogenic cleavage; inhibition, % at 7.35 µM; 290,000 tested, 1.2% active;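 active = inhibition above the campaign mean inhibition over all tested compounds plus 3 SD, cut at about 28% in these data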;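 also: 0% = plate median of test compound wells and 100% = 2 mM ZnCl2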
# NS3 helicase inh: inhibitors of HCV NS3 helicase, primary screen, biochemical, Cy5 molecular beacon fluorescence. NS3 helicase DNA unwinding. inhibition, % at 10.9 µM. 290,000 tested, 0.56% active;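 active = inhibition above the mean of all tested compounds plus 3 SD, set per campaign, cut at about 35% in these data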;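 also: 0% = DMSO wells and 100% = thioflavine S control wells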
#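 System: NS3 helicase fragment of HCV / Schedule: 1 h at 25 °C / Control set: DMSO alone as 0% and 110 µM thioflavine S as 100% / Reagent: Cy5/quencher beacon DNA duplex and ATP to start / Technique: Cy5 fluorescence / Replication: singlicate / Evaluation: % inhibition of end-to-start signal ratio versus controls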
# VIM-2 inh: VIM-2 metallo-beta-lactamase inhibitors, primary screen, biochemical, epi-absorbance readout, Pseudomonas aeruginosa enzyme; purified VIM-2, nitrocefin hydrolysis, epi-absorbance fluorescence; inhibition, % at 5.6 µM; 290,000 tested, 0.89% active; AID 1527, 2009;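 active = inhibition above the mean of all tested compounds plus 3 SD, cutoff set per screening run, cut at about 7.5% in these data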;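 also: red hydrolysis product quenches plate fluorescence so inhibitors raise well fluorescence; 0% = enzyme with DMSO and 100% = DMSO without enzyme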
# FID counter: compounds displacing fluorescent DNA intercalator, primary screen, artefact control for HCV NS3 helicase inhibitor project, biochemical, FID fluorescence; inhibition, % at 7.9 µM; AID 1845, 2009; DNA fluorescent intercalator displacement; 290,000 tested, 0.17% active; in the data active = inhibition above about 37%;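 also: 0% = vehicle and 100% = reference compound; higher means more ethidium bromide displaced from hairpin DNA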
# MEKK2wt PB1 HTS: modulators of MEK5 binding to wildtype MEKK2, primary screen, biochemical, multiplex bead flow cytometry, Alexa488-MEK5 | binding response (% of control), % at 10 µM | 290,000 tested, 1.1% active | Alexa488-MEK5 binding to MEKK2 WT; actives lie on both sides | Mitogen-activated protein kinase kinase kinase 2 (Homo sapiens), Q9Y2U5; in the data active = binding response below about 67% or above about 130%
# NALP1 yeast inh: NALP1 inflammasome inhibitors in reconstituted yeast, colorimetric, S. cerevisiae, triplicate retest; S. cerevisiae NALP1/ASC/caspase-1 growth, X-gal OD620, 72 h; inhibition, % at 10 µM; 280,000 tested, 0.61% active; AID 2071, 2009; in the data active = inhibition mostly above about 24%, no sharp cut-off; inactive = mostly below about 32%; also: some compounds called inactive have numbers as strong as hits
# An asterisk follows results filed as active. Hits appear at their usual frequency; overall some 4.7% were active at least once.
# Order of values – VIM-2 inh	MEKK2mut PB1 HTS	SUMO HTRF inh	NALP1 yeast inh	FID counter	PfM18AAP inh	IMP-1 inhibitor	NS3 helicase inh	MEKK2wt PB1 HTS
1) O=C(CSc1nc2ncccc2[nH]1)c1cccc([N+](=O)[O-])c1
  -0.7	0	10	17	2	-2	-4.8	-4	101
2) CCOc1ccccc1NC(=O)CN(c1ccc(Cl)cc1)S(C)(=O)=O
  0.8	3	-1	7	-33	-3	-1.4	3	107
3) COc1ccc(-c2csc(/C(C#N)=C/Nc3ccc4c(c3)OCCO4)n2)cc1
  -0.2	7	-50	28	-1	0	-1.5	-3	101
4) CCOc1cccc(NC(=O)C2CC(=O)N(c3ccc(F)cc3)C2)c1 (stereo not drawn)
  -0.9	-8	-5	-6	-16	1	-2.2	3	85
5) O=S(=O)(CCc1nc2ccccc2[nH]1)c1ccc(Br)cc1
  -0.9	1	4	23	-19	-10	-1.4	-8	102
6) O=C(CSc1nnc(NC(=O)C2CC(=O)N(c3ccccc3)C2)s1)NCC1CCCO1 (stereo not drawn)
  -3.0	7	-2	5	-28	-1	-3.2	1	108
7) CCCCN(CC)C(=O)c1cccc(Cl)c1
  -3.9	1	2	0	0	-1	-2.4	2	104
8) CCOC(=O)c1cc2c(ccn2C)n1CC(=O)N1CCCC(C)C1 (stereo not drawn)
  1.1	4	16	-4	-25	19	-1.2	10	108
9) Cc1ccc2nc(NC(=O)CSc3nc4c(c(=O)n3C)SC(C)C4)sc2c1 (stereo not drawn)
  -4.0	-7	2	1	-15	5	-3.0	-7	89
10) C/C(=N\NC(=O)c1ccccc1C)c1cccc([N+](=O)[O-])c1
  -7.6	-2	-3	1	-7	5	-4.5	14	97
11) CCOC(=O)C1CCCN(C2CC(=O)N(c3ccc(N4C(=O)CC(N5CCCC(C(=O)OCC)C5)C4=O)cc3)C2=O)C1 (stereo not drawn)
  -0.6	0	-6	-11	-53	-8	-1.8	8	103
12) CCc1ccc(NC(=O)CCNS(=O)(=O)c2cccc3nonc23)cc1
  0.9	3	6	5	1	0	-0.9	-5	108
13) CCOc1ccc(CN2CCN(Cc3c(C)nn(CC)c3C)CC2CCO)cc1 (stereo not drawn)
  -1.0	-7	6	-37	-3	6	-0.3	0	96
14) CCC(C(=O)OCC(=O)Nc1ccc(OC)cc1OC)c1ccccc1 (stereo not drawn)
  -3.2	0	-12	-7	-24	0	-3.0	-1	101
15) CCOc1cccc(CN2CCN(CCc3ccccc3)C(CCO)C2)c1O (stereo not drawn)
  -0.2	-8	6	2	5	1	-1.2	-1	95
16) CCCCNC(=S)N(CCCO)Cc1cc2cc3c(cc2[nH]c1=O)OCCO3
  -2.9	15	5	2	-16	2	-1.2	2	109
17) COC(=O)c1ccc(C)c(NS(=O)(=O)c2ccc(NC(C)=O)cc2)c1
  -1.9	4	6	5	1	7	-2.0	-3	102
18) COc1ccc(NC(=S)N2CCCC2c2ccc(OC)c(OC)c2)cc1 (stereo not drawn)
  -2.5	0	-4	9	-16	-6	-2.1	-5	100
19) Cc1nc(-c2ccc(C(=O)O)cc2)cs1
  -2.4	-4	36	9	6	-7	-6.0	11	98
20) CCOCCCNC(=O)C(NC(=O)c1ccc(=O)[nH]c1)c1ccccc1 (stereo not drawn)
  -2.2	4	15	0	-2	2	-0.1	4	100

# Exported as tab-separated lines: 8 of the compounds above.
No.	mol	VIM-2 inh	MEKK2mut PB1 HTS	SUMO HTRF inh	NALP1 yeast inh	FID counter	PfM18AAP inh	IMP-1 inhibitor	NS3 helicase inh	MEKK2wt PB1 HTS
2	CCOc1ccccc1NC(=O)CN(c1ccc(Cl)cc1)S(C)(=O)=O	0.8	3	-1	7	-33	-3	-1.4	3	107
3	COc1ccc(-c2csc(/C(C#N)=C/Nc3ccc4c(c3)OCCO4)n2)cc1	-0.2	7	-50	28	-1	0	-1.5	-3	101
4	CCOc1cccc(NC(=O)C2CC(=O)N(c3ccc(F)cc3)C2)c1 (stereo not drawn)	-0.9	-8	-5	-6	-16	1	-2.2	3	85
5	O=S(=O)(CCc1nc2ccccc2[nH]1)c1ccc(Br)cc1	-0.9	1	4	23	-19	-10	-1.4	-8	102
6	O=C(CSc1nnc(NC(=O)C2CC(=O)N(c3ccccc3)C2)s1)NCC1CCCO1 (stereo not drawn)	-3.0	7	-2	5	-28	-1	-3.2	1	108
7	CCCCN(CC)C(=O)c1cccc(Cl)c1	-3.9	1	2	0	0	-1	-2.4	2	104
8	CCOC(=O)c1cc2c(ccn2C)n1CC(=O)N1CCCC(C)C1 (stereo not drawn)	1.1	4	16	-4	-25	19	-1.2	10	108
9	Cc1ccc2nc(NC(=O)CSc3nc4c(c(=O)n3C)SC(C)C4)sc2c1 (stereo not drawn)	-4.0	-7	2	1	-15	5	-3.0	-7	89

# Additional compounds.
# Order of values – VIM-2 inh	MEKK2mut PB1 HTS	SUMO HTRF inh	NALP1 yeast inh	FID counter	PfM18AAP inh	IMP-1 inhibitor	NS3 helicase inh	MEKK2wt PB1 HTS
21) COc1ccccc1CNCC(=O)Nc1ccccc1-n1cccc1
  -1.5	-4	8	8	2	-5	-1.2	-9	94
22) Cn1c(CC(=O)Nc2ccccc2)nnc1SCC(=O)c1ccccc1
  -0.3	7	-11	10	-8	11	-7.1	-14	101
23) O=C1NCCCCC1NS(=O)(=O)c1cccc(C(F)(F)F)c1 (stereo not drawn)
  -2.1	1	-14	8	-2	-4	-1.9	3	104
24) N#Cc1nc(-c2ccccc2F)oc1NCCN1CCOCC1
  2.9	1	42	-2	-2	-5	-2.6	2	97
25) CC(=O)Nc1cccc(N(C(=O)C2COc3ccccc3O2)C(C(=O)NC2CCCCC2)c2cn(C)nc2C)c1 (stereo not drawn)
  -1.0	-11	-6	-10	-28	-5	-2.3	5	84
26) Cc1cc(C)n(-c2nnc3n2N=C(c2ccccc2)CS3)n1
  -3.5	-2	25	2	-12	9	-8.6	0	94
27) Cc1ccccc1C(=O)Nc1c(C(=O)N(CCN(C)C)Cc2ccco2)oc2ccccc12
  -0.2	3	2	16	20	7	-3.1	-36	110
28) Clc1cccc(C2Nc3cccc4cccc(c34)N2)c1Cl
  -0.5	0	31	20	-12	25	0.5	49*	94
29) O=C(CCNC(=O)C1CCN(S(=O)(=O)c2ccccc2)CC1)Nc1cccc(C(F)(F)F)c1
  -0.1	-1	8	13	-50	-16	-2.0	-14	109
30) CCOc1ccccc1NC(=O)CSc1ccc2nnc(-c3cccnc3)n2n1
  2.7	0	15	30	-10	7	-1.8	-1	108
31) COC(=O)c1ccccc1NC(=O)Oc1ccc(C(C)C)cc1
  -1.1	6	5	-6	-3	0	-2.3	7	112
32) O=c1cc(-c2ccco2)nc(-c2cccs2)o1
  -3.2	3	9	-14	-5	10	-2.2	18	99
33) Nc1cccc2c1C(=O)N(Cc1nnc(-c3ccccc3Br)o1)C2=O
  14*	2	38	4	-22	8	-2.4	-2	95
34) CCOCCCNC(=S)N1CCN(C(=O)C(=O)Nc2ccc(C(=O)OC)cc2)CC1
  -2.5	-2	3	-4	-16	-5	-2.0	1	103
35) O=C(/C=C/Nc1ccccc1Br)c1ccccn1
  3.4	-2	3	27	0	-1	-2.3	7	98
36) O=C(COC(=O)c1ccc2[nH]c3c(c2c1)CCCC3)NC1CCS(=O)(=O)C1 (stereo not drawn)
  -0.9	3	12	6	-11	1	-1.4	0	99
37) Cc1cc(C)nc(-n2nc(C)cc2NC(=O)CN2CCC(C)CC2)n1
  9.0*	3	6	-4	-13	10	-1.2	8	99
38) O=C(NNC(=O)c1ccccc1F)c1ccc2nc[nH]c2c1
  -2.9	10	17	0	-3	6	-3.1	9	107
39) CCOC(=O)c1ccc(N2C(=O)C=C(N3CCOCC3)C2=O)cc1
  0.4	4	20	14	-31	-12	-0.5	17	111
40) Nc1nnc(CSCc2ccc(Cl)cc2Cl)s1
  -3.4	1	3	28	-5	9	-2.0	3	106
41) CN(C)CCCNc1ncnc2scc(-c3ccccc3)c12
  -1.1	-15	13	24	29	5	0.6	1	76
42) CCCc1cc(=O)oc2cc(C)cc(OCC(=O)NC(Cc3ccc(Cl)cc3)C(=O)O)c12 (stereo not drawn)
  2.3	3	23	3	-5	-21	-3.1	0	99
43) CCSc1ncc(Cl)c(C(=O)Nc2ccccc2Cl)n1
  3.8	-1	2	-19	-13	8	-4.1	14	97
44) COc1cc(-c2noc(-c3cccs3)n2)cc(OC)c1OC
  -0.9	-3	-3	-2	-6	-4	-2.1	3	96
45) Cc1ccc(CNC(=O)C2CCN(S(=O)(=O)N3CCOCC3)CC2)cc1
  -0.7	-7	22	8	-1	2	-3.0	-9	98
46) CCOC(=O)CNC(=O)c1cc(-c2ccc3c(c2)OCCO3)oc1C
  -1.6	-6	4	-1	15	0	0.9	10	78
47) CN1C(=O)CC(Sc2ccccc2C(=O)O)C1=O (stereo not drawn)
  -2.5	6	10	-4	3	-8	-2.9	6	107
48) Cc1cnc(-c2nnc(N(C)C(=O)C3CCCO3)s2)cn1 (stereo not drawn)
  -2.5	14	14	4	-1	4	-1.2	6	109
49) Cc1cc(C)n(C(=O)C(C(=O)c2ccccc2)C(C)C)n1 (stereo not drawn)
  -1.2	-4	-15	10	0	-10	-1.8	0	89
50) Cc1noc(C)c1COC(=O)c1cc2c3ccccc3n(C)c2s1
  -2.1	0	10	22	-18	2	-3.0	-9	99
51) COc1ccc(-c2noc(CCC(=O)Nc3nc4ccccc4s3)n2)cc1
  -2.5	6	28	17	-3	4	-3.2	-2	103
52) C/C(=N\NC(=O)c1cccc(F)c1)c1ccc(Br)s1
  -2.1	3	-1	-10	1	-4	-4.8	4	98
53) O=C(CN1CCN(c2ncc(C(F)(F)F)cc2Cl)CC1)NCCNc1ncc(C(F)(F)F)cc1Cl
  -4.0	7	-20	7	-6	0	-0.2	4	102
54) CS(=O)(=O)Nc1ccc(C(=O)Nc2ccc3c(c2)OCO3)cc1
  -0.9	-1	4	12	1	-1	0.8	-2	100
55) COc1ccc(C(=O)c2cc3cccc(OC)c3o2)cc1
  -0.5	4	-1	7	-14	-3	-1.8	-1	109
56) COc1ccc(C(=O)NCCc2c[nH]c3ccccc23)cc1OC
  -0.8	-1	6	3	-2	6	-2.4	3	104
57) COC(=O)C1=C(C)N=C2SC(C)C(=O)N2C1/C=C/c1ccccc1 (stereo not drawn)
  -0.9	3	-8	17	-23	2	-1.8	2	92

# Screening data from PubChem.
